Hep lipid drop – hepatic lipid droplet formation modulation | inhibition, % at 6.5 µM | 240,000 compounds, 0.4% hits | AML12 mouse hepatocytes, oleate lipid droplets, BODIPY imaging;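 active means lipid droplet intensity inhibited by at least 50%, with more than 500 cells counted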
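Technique: fluorescence imaging, 20x objective, two fields per well / Assay system: AML12 hepatocytes (mouse) / Measure: % inhibition of lipid droplet signal / Doses: 6.5 µM single-point dosing / Incubation: overnight exposure / Reagent: 100 µM oleic acid challenge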
b-catenin transl – beta-catenin nuclear translocation modulation. HeLa beta-catenin nuclear translocation, immunofluorescence imaging. nuclear translocation activity, % at 5 µM. 190,000 compounds, 0.3% hits;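 active means nuclear translocation activity above 50% at 5 µM, with a well cell count of 50 or more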;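 further: per-cell ratio of nuclear to cytoplasmic median beta-catenin stain intensity; plate controls were DMSO negative control for no effect and GSK-3 inhibitor IX positive control for full effect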
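Technique: fluorescence imaging of beta-catenin antibody stain plus DAPI / Material: human HeLa cell line / Incubation: compound treatment 24 h, 37°C, 5% CO2 / Read-out basis: % activation of per-cell nuclear versus cytoplasmic median beta-catenin signal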
Autophagy mod – modulators of autophagy; AID 463193; MEF GFP-LC3 puncta imaging; test concentration mostly 10 µM; 190,000 compounds, 0.98% hits; calls only at 10 µM (by protocol);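 active means percentage of spot-positive cells more than 3 SD above its plate mean, without a fluorescence outlier flag or 80% toxicity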;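 further: spot-positive cell cutoff set from DMSO-treated cells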
Insulin prom up – MIN6 insulin promoter up-regulation; MIN6 insulin promoter-GFP reporter, high-content imaging; stronger effect = higher value; z-score at 5 µM; 190,000 compounds, 0.3% hits;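 active means z-score above 3 at 5 µM with at least 500 cells counted in the well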
Dynein transport – blocks dynein driven cargo transport along microtubules. 3617.4 mouse cells, GR-EGFP nuclear translocation imaging; test concentration mostly 20 µM; stimulated with dexamethasone, 1 µM; stronger effect = lower value. z-score, hits read low. 220,000 compounds, 0.47% hits;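 active means plate z-score of nuclear minus cytoplasmic receptor signal below a set negative limit, without overly bright fluorescence or cell loss, cut at about -3.5 in these data, passing the limit was not always enough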;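 further: z-score of nuclear minus cytoplasmic ring GR-EGFP intensity difference per well; some compounds called inactive have numbers as strong as hits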
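Buffer or medium: tet-free medium with charcoal-stripped serum / Also added: dexamethasone agonist, 1.0 µM final, for 30 min / Timing: induction 48 h, compound 1 h, agonist 30 min / Measured by: high-content fluorescence imaging after fixation / Read-out: nuclear-to-cytoplasmic GR-EGFP distribution per well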
MT stabilizer – microtubule stabilization, imaging screen; HeLa tubulin immunostaining HCS, 24 h; share of cells brighter than vehicle mean+2SD; % tubulin-high responders, % at 10 µM; 200,000 compounds, 0.83% hits;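 active means plate Z-score above 3 for both tubulin-high and condensed-nucleus cell shares, with cell loss under 80%, at 10 µM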;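 further: anti alpha tubulin signal scored within the nucleus-defined area of each cell; some results filed as inactive read as strong as hits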
ER stress rescue – rescue of cells from ER stress-induced death, primary screen, 384-well, CSM14.1, thapsigargin, ATP luminescence (AID 1222) | CSM14.1 thapsigargin-induced death rescue, ATP luminescence; higher % means a stronger effect | one-dose cellular ATP content (survival), % at 20 µM; EC50 in µM for titrated hits | 190,000 tested, under 10 active;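 active means EC50 below 50 µM in the dose-response confirmation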;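 further: death triggered by thapsigargin at about 15 µM added after 2 h compound pretreatment; cell ATP read after overnight thapsigargin exposure of roughly 18 to 22 hours; normalized against plate controls of thapsigargin alone and 5% DMSO vehicle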
WT yeast gro inh – growth inhibition of WT yeast, mitochondrial fusion screen; mitochondrial fusion phenotypic screen, WT strain; inhibition, % at 10 µM; 190,000 compounds, 2.1% hits; in the data active means inhibition above about 58%; tested in S. cerevisiae
XIAP antagonists – XIAP antagonists, biochemical, IAP family, fluorescence polarization (AID 1018); XIAP BIR domain, fluorescence polarization peptide displacement; higher % means a stronger effect; one-dose displacement, % at 20 µM; IC50 in µM for titrated hits; 200,000 compounds, 0.007% hits; in the data active means displacement above about 50%; further: a part of the inactive calls stands beside numbers as strong as those of hits
WT yeast gro inh mutant strain – further read-out of WT yeast gro inh, marked with its call; inhibition, %; mitochondrial fusion phenotypic screen, mutant strain inhibition
Dynein transport cytoplasmic EGFP – further read-out of Dynein transport, marked with its call; z-score; measured here: cytoplasmic GR-EGFP intensity; stronger effect = higher value
Dynein transport nuclear GR-EGFP – also measured in Dynein transport; calls as there; z-score; measured here: nuclear GR-EGFP intensity;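 lower value marks the stronger effect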
Dynein transport cell count – also measured in Dynein transport; calls as there; z-score; measured here: cell count per field
Insulin prom up cell count – further read-out of Insulin prom up, marked with its call; cell count; measured here: cytotoxicity, nuclei count;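 total cells summed across four imaged fields per well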
Hep lipid drop cells 6.5 µM – second read-out of Hep lipid drop, no call of its own (marks repeat the call); cell count; measured here: cell count, cytotoxicity flag;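 cells counted across two imaged fields per well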
b-catenin transl cell count 5 µM – further read-out of b-catenin transl, marked with its call; cell count; measured here: cell count, cytotoxicity flag
MT stabilizer Hoechst-high % – recorded beside MT stabilizer, whose call it bears; % Hoechst-high responders; measured here: nuclear condensation Hoechst responders;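 share of cells brighter than vehicle mean plus two SD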
MT stabilizer cytotoxicity % – recorded beside MT stabilizer, whose call it bears; toxicity, %; measured here: cytotoxicity by cell density;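 0% = mean cell density of plate MIN control wells and 100% = no cells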
Autophagy mod cell loss 18 h – further read-out of Autophagy mod, marked with its call; toxicity, %; measured here: cell loss, nuclei count;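 cell loss after 18 h compound exposure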
* marks the source's active call; other numbers are inactive results; i = inactive; · = not tested or not shown; + = active, no number.

SMILES | Hep lipid drop | Hep lipid drop cells 6.5 µM | b-catenin transl | b-catenin transl cell count 5 µM | Autophagy mod | Autophagy mod cell loss 18 h | Insulin prom up | Insulin prom up cell count | Dynein transport | Dynein transport cytoplasmic EGFP | Dynein transport nuclear GR-EGFP | Dynein transport cell count | MT stabilizer | MT stabilizer Hoechst-high % | MT stabilizer cytotoxicity % | ER stress rescue | WT yeast gro inh | WT yeast gro inh mutant strain | XIAP antagonists
Cn1c(-c2ccc(C(C)(C)C)cc2)n[nH]c1=S | -1 | 616 | -0.9 | 933 | i | 1 | -1.1 | 501 | -0.81 | 0.28 | 0.16 | -0.23 | 6.3 | 2.0 | 15 | -2.7% | 6 | 1 | -13%
Nc1nonc1-n1nnc(C(=O)N/N=C/c2cc(Br)ccc2O)c1CSC1=NCCS1 | -36 | 563 | -0.3 | 1114 | i | 7 | -1.1 | 1309 | 3.5 | -0.0042 | 2.1 | -1.4 | 9.1 | 0.7 | 24 | -4.1% | 10 | 2 | -1.1%
COc1ccc(N2CCN(C(=O)c3ccc4c(=O)n(CC5CCCO5)c(=O)[nH]c4c3)CC2)cc1 (stereo not drawn) | · | · | -3.3 | 947 | i | 3 | -1.5 | 1149 | 0.44 | -0.17 | 0.5 | -0.55 | 3.1 | 2.5 | 5.3 | -0.3% | 10 | 17 | -3.0%
Cc1ccc(C(=O)Nn2c(N)c(S(=O)(=O)c3ccc(C)cc3)c3nc4ccccc4nc32)cc1 | 17 | 764 | · | · | i | -11 | · | · | -0.55 | -0.16 | 0.032 | 0.13 | 1.5 | 1.7 | 13 | -0.9% | 7 | 5 | -5.1%
COc1cc(C(=S)N2CCOCC2)ccc1OC(=O)c1cc([N+](=O)[O-])c(C)c([N+](=O)[O-])c1 | -23 | 533 | -1.8 | 1167 | i | -18 | 0.28 | 1384 | -0.52 | -0.25 | -0.4 | 0.36 | 1.7 | 2.5 | 0.4 | -1.6% | 33 | 15 | -3.7%
CCOC(=O)CSc1nc2c(sc(=S)n2-c2ccc(OCC)cc2)c(=O)[nH]1 | 0 | 703 | -0.6 | 1076 | i | -5 | 0.19 | 1351 | -0.69 | -0.31 | -0.37 | 0.6 | 4.4 | 2.1 | 7.1 | 1.2% | -2 | 0 | -4.3%
CN(C)/C=N/c1nc2nccc(-c3ccc(F)cc3)n2n1 | · | · | 0.4 | 1026 | i | 7 | 1.4 | 1241 | -0.078 | -0.35 | 0.0021 | 0.71 | 4.0 | 2.7 | 5.8 | -1.3% | -3 | 8 | -5.1%
c1ccc(-c2ccccc2OCCCN2CCCC2)cc1 | 8 | 663 | 0.8 | 502 | i | 14 | 0.85 | 1135 | 0.45 | -0.24 | 0.12 | -0.58 | 1.2 | 1.7 | 4.7 | 0.4% | 6 | -9 | -8.7%
Cc1ccc(C(=O)NC(=S)Nc2ccc3[nH]c(=O)[nH]c3c2)cc1C | -3 | 613 | 0.7 | 1084 | i | 23 | 0.36 | 1536 | 0.84 | -0.24 | 0.6 | 0.15 | 3.4 | 1.1 | 1.5 | -2.8% | 0 | 7 | -14%
CC(NC(=O)c1cc(Br)ccc1Br)c1ccccc1 (stereo not drawn) | -6 | 725 | -1.8 | 1086 | i | -7 | 0.02 | 1420 | -0.61 | 0.025 | -0.13 | 0.51 | 1.1 | 1.3 | 11 | -1.3% | -3 | -7 | -4.3%
CCCCNc1nc2c(c(=O)[nH]c(=O)n2C)n1CCOc1ccccc1 | · | · | -1.2 | 1167 | i | -4 | 0.17 | 966 | -0.34 | -0.21 | -0.13 | 0.62 | 1.7 | 1.3 | 2.7 | -1.5% | 4 | 13 | -5.8%
COc1ccc(CNc2ccc3c(c2)ncn3-c2ccccc2OC)cc1 | · | · | -1.7 | 1358 | i | -1 | -0.26 | 1496 | -0.84 | 0.23 | -0.96 | -0.29 | 2.4 | 1.9 | 8.3 | 3.3% | 30 | 11 | 0.8%
COc1ccc(CCNc2nc(=O)[nH]nc2C)cc1OC | · | · | -4.7 | 1025 | i | 9 | -0.21 | 1324 | -0.57 | -0.17 | 0.064 | 0.56 | 3.0 | 2.8 | 13 | 1.7% | 4 | -5 | 0.1%
COc1ccc(-c2cn[nH]c2C)cc1 | -11 | 657 | 0.7 | 1308 | · | · | 0.1 | 1203 | -0.67 | -0.22 | -0.26 | 0.59 | · | · | · | · | · | · | ·
CC1(C)NC(=O)N(CC(O)COC2CCCCC2)C1=O (stereo not drawn) | 4 | 688 | -0.7 | 1056 | i | -9 | 0.04 | 1859 | 1.6 | -0.3 | 0.73 | -1 | 4.2 | 3.3 | 2.7 | -2.0% | -13 | -6 | -2.0%
COc1ccc(/C=C(/C#N)C(=O)Nc2cccnc2)cc1OC | 20 | 627 | -3.9 | 571 | i | -16 | -0.05 | 1395 | -0.42 | -0.23 | 0.38 | 0.51 | 2.3 | 3.0 | 8.5 | -3.0% | 0 | -3 | -4.0%
COc1ccc(N2C(=O)CSC23C(=O)Nc2ccccc23)cc1 (stereo not drawn) | -27 | 750 | 1.5 | 1021 | i | 10 | 1.4 | 1128 | 0.85 | -0.28 | -0.19 | 1.2 | 3.7 | 2.4 | 4.2 | 0.8% | 3 | -4 | -4.1%
COc1ccc(NC(=O)c2noc3c2CCC3)cc1 | 1 | 798 | -0.9 | 1173 | i | 4 | · | · | 1.3 | -0.35 | 0.78 | -1 | 1.3 | 1.7 | 6.4 | -3.2% | -6 | -13 | 3.3%
O=C(NC(=S)Nc1ccc(S(=O)(=O)N2CCOCC2)cc1)c1ccccc1[N+](=O)[O-] | 2 | 661 | 1.0 | 1611 | i | 3 | 0.62 | 1428 | -0.16 | 0.79 | 0.72 | -1 | 3.3 | 1.5 | 3.7 | -0.3% | 7 | 2 | -1.7%
Cn1cc(Br)c(NC(=O)/C=C/C(=O)O)n1 | -41 | 531 | 0.5 | 1350 | · | · | -0.04 | 1152 | -6.2* | 2.4* | -2.2* | -1.1* | · | · | · | · | · | · | ·
O=C(CSc1nnc(-c2cnccn2)n1Cc1ccco1)c1ccc(Cl)c(Cl)c1 | · | · | 0.5 | 1180 | i | -2 | 0.08 | 814 | -1.4 | -0.33 | -0.45 | 0.68 | 5.5 | 3.9 | 4.1 | -0.3% | 53 | 18 | -12%
CC(C)CCc1noc(CN2CCN(c3ccc(Cl)cn3)CC2)n1 | 7 | 709 | -0.2 | 1233 | i | 21 | 1.4 | 1372 | 0.16 | -0.29 | -0.13 | 0.17 | 3.4 | 1.0 | 3.5 | -2.1% | 31 | 25 | -0.5%
CCN(CC)c1ccc(/C=N/NC(=O)CN2CCCc3ccccc32)cc1 | -28 | 606 | 3.8 | 1029 | i | -6 | -0.31 | 1465 | 0.23 | -0.24 | 0.2 | -0.14 | 3.8 | 3.1 | 5.1 | -2.9% | 12 | 13 | -2.8%
Cc1ccc2nc(-c3ccc(NC(=O)CSc4nc(N)cc(=O)[nH]4)cc3)sc2c1 | 0 | 747 | 0.5 | 1284 | · | · | -0.19 | 1115 | 0.66 | -0.2 | 1.2 | -1.2 | · | · | · | · | · | · | ·
COc1cc(C(=O)Nc2c(C)cc(C)cc2C)c(-n2cnnn2)cc1OC | · | · | 1.2 | 1126 | i | -4 | -0.47 | 1079 | -0.2 | -0.2 | 0.19 | 0.33 | 3.5 | 2.2 | 5.1 | -0.2% | 2 | 11 | 46%
CC(C)(C)NC(=O)NCc1cccnc1 | 0 | 663 | -2.1 | 1351 | · | · | 0.23 | 1161 | -0.3 | -0.19 | 0.21 | 0.68 | · | · | · | · | · | · | ·
CCN(CC)CCCNC(=O)C1CCN(c2ncnc3c2sc2cccc(F)c23)CC1 | -6 | 657 | 0.1 | 1234 | · | · | 1.3 | 1022 | -1.4 | -0.26 | -0.046 | 0.7 | · | · | · | · | · | · | ·
CCOC(=O)c1c(NC(C)=O)sc2c(OCC(O)CNC(C)(C)C)c(Br)ccc12 (stereo not drawn) | -4 | 637 | -1.8 | 1493 | + | -12* | 1.4 | 1485 | -4.2 | 1.4 | -2.5 | -4 | 82 | 6.7 | 86 | -4.3% | 36 | 12 | 1.5%
CC(C)c1nnc(SCC(=O)N2CCc3ccccc32)n1C | 2 | 738 | 2.6 | 499 | i | -4 | · | · | 0.84 | -0.11 | 1 | -0.93 | 3.9 | 1.8 | 5.8 | -0.7% | -5 | 13 | -7.6%
CCc1cc(=O)oc2c(C)c(OCC(=O)N3CCCc4ccccc43)ccc12 | 0 | 766 | 1.7 | 1161 | i | -12 | -1.1 | 863 | 0.99 | -0.074 | 0.54 | -0.71 | 1.3 | 1.2 | 9.9 | 2.9% | -4 | 0 | -3.9%
O=C(CCc1ccccc1)NCc1ccccn1 | · | · | -2.3 | 1248 | i | 15 | 1.5 | 1141 | 2 | -0.19 | 1.5 | -0.43 | 2.2 | 2.9 | 1.4 | 0.5% | -11 | -5 | 2.8%
O=C(Cc1ccc(Cl)cc1)NNC(=S)NC(=O)c1cccs1 | 2 | 752 | -0.6 | 1323 | · | · | -0.42 | 1045 | -0.61 | -0.26 | -0.36 | 1.4 | · | · | · | · | · | · | ·

Rows are unselected, and some 4% of all compounds hit somewhere here.
